FLuc counter: firefly luciferase modulation, counter-screen for miR-21 project; P08659; purified FLuc, Km substrates, luminescence inhibition; Potency, µM (titrated, usually from 57.5 µM), for the others: at the highest dose activity change, negative = inhibition, actives largely listed as inhibitors; 360,000 tested, 6.9% active; AID 588342; active = well fitted inhibition curve with a large enough effect; inconclusive = small, poorly fitted or top-dose-only effect;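 note: plate controls were vehicle for no effect and reference inhibitor for full effect; nearly all actives have a fitted effect of over 55% in size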
Target sequence (P08659 whole entry, looked up): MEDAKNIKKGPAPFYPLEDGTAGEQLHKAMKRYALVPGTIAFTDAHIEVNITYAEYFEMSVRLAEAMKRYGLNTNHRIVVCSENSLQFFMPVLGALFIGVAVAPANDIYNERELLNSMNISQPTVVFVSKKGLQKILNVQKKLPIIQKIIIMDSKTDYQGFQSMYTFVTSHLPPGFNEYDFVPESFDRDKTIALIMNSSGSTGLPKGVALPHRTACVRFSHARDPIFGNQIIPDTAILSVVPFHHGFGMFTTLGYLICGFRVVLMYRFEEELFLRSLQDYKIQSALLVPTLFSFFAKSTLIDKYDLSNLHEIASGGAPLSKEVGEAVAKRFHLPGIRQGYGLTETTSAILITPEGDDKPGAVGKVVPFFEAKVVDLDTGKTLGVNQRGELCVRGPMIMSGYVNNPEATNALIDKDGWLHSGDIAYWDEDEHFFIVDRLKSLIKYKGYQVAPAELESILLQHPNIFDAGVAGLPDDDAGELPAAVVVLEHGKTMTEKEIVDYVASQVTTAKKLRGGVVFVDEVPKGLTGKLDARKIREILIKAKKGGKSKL
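Purified P. pyralis luciferase (10nM final) with 10uM D-luciferin and 10uM ATP (Km levels) in 50mM Tris acetate pH 7.5, 10mM Mg acetate, 0.01% Tween-20, 0.05% BSA; qHTS 6-point titration, ~60 µM downward; luminescence read.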
* = called active by the depositor; ? = inconclusive. Potency is the fitted concentration of half-maximal effect. The list is partial; the hit share may differ from the screen's.

| Molecule | FLuc counter |
| --- | --- |
| CN(C)c1ccc(CNC(=O)CCCN2C(=O)CCn3nc(-c4cn(C)c5ccccc45)cc32)cc1 | -4% |
| O=C(c1ccc(Cl)cc1)c1cn(Cc2ccccc2)c2cc3c(cc2c1=O)OCCO3 | 2% |
| CC(CNC(=O)c1ccc2c(c1)nc1n2CCCCC1)c1ccccc1 (stereo not drawn) | 21µM* |
| Cc1ccc(Cl)cc1N(C)C(=O)c1noc2c1CCCCC2 | -8% |
| CC1=C(c2ccc(C(C)C)cc2)S(=O)(=O)N=C1N1CCC(C(=O)NCc2ccco2)CC1 | 4% |
| CCOc1ccccc1C(=O)N(Cc1cc(OC)c(OC)c(OC)c1)C1CCS(=O)(=O)C1 (stereo not drawn) | 1% |
| Cc1nnc(C)n1-c1ccc(C(=O)Nc2cccc(Br)c2)cc1 | -1% |
| O=C(NCCSCc1c(F)cccc1Cl)C1CCN(S(=O)(=O)Cc2ccccc2)CC1 | -6% |
| CCn1nnc2cc(C(=O)Nc3cccc(C)c3C)ccc21 | -7% |
| Cc1ccc(C)c(Nc2nn3c(=O)c4ccc(C(=O)NCc5cccs5)cc4nc3s2)c1 | -6% |

Shown field by field: 4 of the compounds above.
> Cc1nnc(C)n1-c1ccc(C(=O)Nc2cccc(Br)c2)cc1
  FLuc counter: -1%
> CCn1nnc2cc(C(=O)Nc3cccc(C)c3C)ccc21
  FLuc counter: -7%
> CC1=C(c2ccc(C(C)C)cc2)S(=O)(=O)N=C1N1CCC(C(=O)NCc2ccco2)CC1
  FLuc counter: 4%
> Cc1ccc(Cl)cc1N(C)C(=O)c1noc2c1CCCCC2
  FLuc counter: -8%

Returning to the listing; the 3 compounds before the break are reprinted first.
| Molecule | FLuc counter |
| --- | --- |
| O=C(NCCSCc1c(F)cccc1Cl)C1CCN(S(=O)(=O)Cc2ccccc2)CC1 | -6% |
| CCn1nnc2cc(C(=O)Nc3cccc(C)c3C)ccc21 | -7% |
| Cc1ccc(C)c(Nc2nn3c(=O)c4ccc(C(=O)NCc5cccs5)cc4nc3s2)c1 | -6% |
| CCOC(=O)C1=C(CN(C)Cc2ccccc2)NC(=O)NC1c1ccc(OC)cc1 (stereo not drawn) | 3% |
| Cc1cccc(C)c1NC(=O)CCCn1c(=O)c2cccn2c2ccccc21 | 5.4µM* |
| COc1ccccc1NC(=O)CCN1CCC(C(N)=O)CC1 | 2% |
| Cc1ccccc1Cn1nnc2c(=O)[nH]c(C3CCN(C(=O)c4ccc(F)cc4)CC3)nc21 | -8% |
| CN(Cc1ccccc1)C(=O)c1ccc(CSc2nc3cccnc3n2Cc2ccccc2)cc1 | ? |
| Cc1ccc(NC(=O)c2c(C)oc3ccc(O)c(CN(C)Cc4ccccc4)c23)c(C)c1 | -12% |
| COc1cccc(-c2nc(SCC(=O)NC3CCCC3)c(-c3ccccc3)[nH]2)c1 | ? |
| COCCCNC(=O)c1ccc(Cn2c(SCc3cccc(C)c3)nc3cccnc32)cc1 | 11µM* |
| Cc1ccc(Nc2ncnc3c2cnn3-c2ccc(C)cc2)cc1 | ? |
| Cc1cccc(C(=O)Nc2ccc3oc(-c4ccncc4)nc3c2)c1 | -2% |
| CCOc1cc(-c2nc(-c3ccc(Br)cc3)no2)cc(OCC)c1OCC | -6% |
| O=C(Nc1ccc(F)cc1)c1ccc(CN2CC(=O)N3CCCCC3C2=O)cc1 (stereo not drawn) | -8% |
| CCOC(=O)c1c(NC(=O)COc2cc(C)ccc2C(C)C)sc2c1CCCC2 | -6% |
| Cc1ccc(C(=O)N(c2ccc(C)cc2)S(=O)(=O)c2ccc(Cl)cc2)cc1 | -4% |
| CN1CCN(c2ncc3c(n2)CCN(Cc2ccc(Br)s2)C3)CC1 | 1% |
| COc1ccc(Nc2nnc(-c3cc4cc(Cl)ccc4oc3=O)s2)cc1 | 0% |
| O=C(Cc1ccccc1)N(Cc1cccnc1)c1nc2c(F)cc(F)cc2s1 | -12% |
| Cc1cccc(-c2nc3c4ccccc4nc(N4CCN(c5cccc(Cl)c5)CC4)n3n2)c1 | -3% |
| O=C(NCc1ccc(Cl)cc1)c1ccc2c(c1)NC(=O)C(CS(=O)(=O)Cc1ccc(F)cc1Cl)N2 (stereo not drawn) | -1% |
| Cc1ccc(CNC(=O)CN(c2cc(C)cc(C)c2)S(=O)(=O)c2c(C)[nH]c(=O)[nH]c2=O)cc1 | ? |
| CCN(c1cc(C)cc(C)c1)S(=O)(=O)c1nnc(NC(=O)c2cccc(F)c2)s1 | -4% |
| Cc1ccc(C2=Nc3ccccc3N(CC(=O)NCc3ccccc3Cl)C(=O)C2)cc1C | 9.5µM* |
| CCc1ccc(OCC(=O)Nc2ccc(Cl)c(-c3nc4ncccc4o3)c2)cc1 | -2% |
| COc1cc(NC(=O)c2cc3c(=O)n(Cc4cccs4)ccc3nc2C)cc(OC)c1OC | -5% |
| COC(=O)c1cc2oc3ccccc3c2n1Cc1nc(-c2ccc(OC)cc2)oc1C | -1% |
| Cc1cccc(OCC(=O)Nc2ccc3c(c2)nc(CCNC(=O)c2ccco2)n3C)c1 | ? |
| COCCNC(=O)Cn1c(=O)c2cccn2c2ccc(F)cc21 | -1% |
| COc1ccc(CC(=O)Nc2nc3c(s2)CC(C)CC3)cc1 (stereo not drawn) | ? |
| Cc1ccccc1NC(=O)c1ccc2[nH]c(C)c(C)c2c1 | 21µM* |
| Cc1ccc(CNC(=O)c2cnn(-c3cccc(C)c3)c2C2CCN(C(=O)OC(C)(C)C)CC2)cc1 | -1% |
| CCC(=O)N1CCc2cc(Br)cc(S(=O)(=O)CCC(=O)NCc3ccc(F)cc3)c21 | 2% |
| COC(=O)c1ccc(Nc2ncnc3c2cnn3C)cc1 | -8% |
| CCCCN(C)C(=O)CN1C(=O)CCn2nc(-c3cn(C)c4ccccc34)cc21 | -11% |
| COc1ccc(Cl)cc1NC(=O)CN1C(=O)CSc2ccc(S(=O)(=O)N3CCCC3)cc21 | -8% |
| Cc1ccc(-c2nnc(Nc3cccc(O)c3)c3ccccc23)cc1S(=O)(=O)N1CCCCC1 | -12% |
| CCOc1ccc(-n2nc3ccc(NC(=O)c4ccc(OC)c(Cl)c4)cc3n2)cc1 | -3% |
| O=C(CCC1N=C2c3ccccc3N=C(SCC(=O)Nc3ccc(F)cc3)N2C1=O)NCc1ccco1 (stereo not drawn) | 0% |
| COc1ccc(Cl)cc1NC(=O)c1c(NCc2ccc(C)o2)sc2c1CCCCC2 | ? |
| CCC(=O)N1CCc2cc(Br)cc(S(=O)(=O)NCCc3cccc(C)c3)c21 | -12% |
| O=C(Cn1c(=O)n(Cc2ccccc2)c(=O)c2oc3ccccc3c21)Nc1ccc(Cl)cc1 | 3% |
| COc1ccc(OC)c(NC(=O)CSC2=Nc3ccccc3C3=NC(CC(=O)NCCc4ccccc4)C(=O)N23)c1 (stereo not drawn) | -10% |
| CCN(C(=O)c1cnc(N2CCOCC2)c2ccccc12)c1cc(C)ccc1C | -1% |
| Cc1[nH]n(-c2ccccc2)c(=O)c1C(c1cc(Cl)ccc1O)c1c(C)[nH]n(-c2ccccc2)c1=O | 19µM* |
| Cc1c(CC(=O)NCCc2ccccc2F)c(=O)oc2c(C)c3occ(C(C)(C)C)c3cc12 | 1% |
| COc1cccc(N2CCN(C(=O)C3CCC(CNS(=O)(=O)c4ccc(Br)s4)CC3)CC2)c1 (stereo not drawn) | -7% |
| Cc1ccc(C)c(N2CCN(C(=O)c3cc4c(=O)n(Cc5cccnc5)ccc4nc3C)CC2)c1 | -1% |
| CCc1cc(C(=O)Nc2sc(C)c(CC)c2C#N)no1 | 15µM* |
| Cc1cc(NC(=O)c2cc(-c3ccc(Cl)cc3)on2)nn1Cc1ccc(Cl)cc1 | -7% |
| COc1ccccc1N1CCN(C(=O)Cn2ncc3c(=O)oc4ccc(C)cc4c32)CC1 | 1% |
| CC(C)Oc1ccc(CNC(=O)C2CCN(C(=O)c3sccc3-n3cccc3)CC2)cc1 | 1% |

The listing continues.
| Molecule | FLuc counter |
| --- | --- |
| O=C(NC1CCCCCC1)c1ccc(CS(=O)c2cccc(Cl)c2)o1 (stereo not drawn) | -6% |
| CCOc1ccc(CNS(=O)(=O)c2cc3c(cc2C)NC(=O)CO3)cc1 | -10% |
| Cn1c(=O)c2c(nc(N3CCOCC3)n2Cc2cccc(Br)c2)n(C)c1=O | 1% |
| COc1ccc(NC(=O)CCS(=O)(=O)c2ccc3c(c2)n(C)c(=O)c(=O)n3C)cc1Cl | -1% |
| COc1cccc(N2CCN(c3ncnc4c3c(-c3ccccc3)cn4-c3cccc(C(F)(F)F)c3)CC2)c1 | 0% |
| Cc1cc(C)cc(NC(=O)CCCN2C(=O)COc3ccc(C)cc32)c1 | -4% |
| CCOC(=O)Cn1c(=O)oc2cc(S(=O)(=O)N3CCN(c4cccc(Cl)c4)CC3)ccc21 | -4% |
| CC1CN(C(=O)N2CCC(C(=O)NCc3ccco3)CC2)c2ccccc2O1 (stereo not drawn) | -10% |
| CC(=O)N1c2ccc(S(=O)(=O)N(C)CC(=O)N(Cc3ccccc3)C(C)C)cc2CC1C (stereo not drawn) | -7% |
| CCN1CCN(C(=O)Cn2c(-c3cccs3)cc3ccccc32)CC1 | -2% |
| CCOc1ccc(-c2cc(C(=O)NCc3ccccc3Cl)c3ccccc3n2)cc1 | ? |
| CCOc1ccc(NC(=O)CCn2c(-c3ccc(F)cc3)cc(C(C)=O)c2C)cc1 | 4% |
| CCC(Oc1ccccc1)C(=O)Nc1ccc(OCc2cc(=O)n3ccc(C)cc3n2)cc1 (stereo not drawn) | -15% |
| CC(=O)c1cccc(NC(=O)Cn2nc(C)n3cccc3c2=O)c1 | -15% |
| COc1ccc(NC(=O)c2cn(-c3ccccc3)nc2-c2ccc(C)cc2)cc1 | ? |
| Cc1cc(C)cc(NC(=O)CCN2C(=O)c3ccccc3Sc3ncccc32)c1 | -5% |
| O=C(NCc1ccccc1)NC1COc2ccccc2C1 (stereo not drawn) | -6% |
| Cc1ccc(C)c(NC(=O)Cn2c(=O)nc(-c3ccccc3)c3ccccc32)c1 | -9% |
| CCOC(=O)c1c(S(=O)(=O)NCC(=O)Nc2ccc(C)c(Cl)c2)c(C)n(C)c1C | -10% |
| O=C(Nc1ccccc1C(=O)OCc1cc(=O)n2c3c(sc2n1)CCCC3)c1ccc(Cl)cc1 | -11% |
| Cc1ccc(NC(=O)c2cnc(SCC(=O)Nc3cc(C)on3)n(C)c2=O)cc1 | -1% |
| Cn1ccc2cc(S(=O)(=O)N3CCC(C(=O)NCCc4ccccc4)CC3)ccc21 | 0% |
| Cc1ccc2c(=O)cc(C(=O)Nc3sc4c(c3C(=O)NCc3ccccc3)CCCC4)oc2c1C | -2% |
| O=C(NCCc1ccccc1)c1cnc2sc(N3CCCC3)nn2c1=O | 0% |
| CCOC(=O)c1cc(C)n(CC2CCC(C(=O)Nc3ccc(OC)cc3)CC2)c1C (stereo not drawn) | -4% |
| CC(=O)Nc1ccccc1-c1nc2ccccc2n(CC(=O)Nc2cccc(C)c2C)c1=O | -2% |
| Cc1ccc2onc(CC(=O)Nc3ccc(C(C)C)cc3)c2c1 | -1% |
| CCCOc1ccc(C2C(=O)N(C3CCC(C)CC3)CC(=O)N2CCc2ccccc2)cc1OC (stereo not drawn) | -5% |
| O=C(O)c1ccc2c(c1)N(Cc1ccc(F)cc1Cl)C(=O)c1ccccc1S2 | ? |
| COC(=O)c1ccccc1NC(=O)Cn1c(=O)n(-c2ccc(C)cc2)c(=O)c2ccccc21 | 2% |
| O=C(NCc1cccc(Cl)c1)c1cc2c(s1)-c1ccccc1SC2 | -12% |
| COc1cccc(NC(=O)CSc2nnc(-c3cccc(OC)c3)o2)c1 | ? |
| CCc1cccc(C)c1NC(=O)CSc1nc(C)cc(C)c1C(=O)Nc1ccccc1 | -9% |
| COc1cccc(C(=O)Nc2ccc3oc(-c4ccc5ccccc5c4)nc3c2)c1 | ? |
| CCN(C(=O)Cn1nc2c3cc(F)ccc3n(Cc3cccc(C)c3)cc-2c1=O)c1cccc(C)c1 | -4% |
| Cc1ccnc(NS(=O)(=O)c2ccc(NC(=O)c3cc(=O)c4ccc(C)c(C)c4o3)cc2)n1 | -16% |
| COc1ccc(C2=Nc3ccc(OC(F)(F)F)cc3NC(c3cccnc3)=N2)cc1 | -9% |
| CC(=O)N1c2ccc(S(=O)(=O)N3CCC(C(=O)Nc4cccc(Cl)c4C)CC3)cc2CC1C (stereo not drawn) | -1% |
| COc1ccc(Cl)cc1S(=O)(=O)Nc1ccc2[nH]c(=O)[nH]c2c1 | 0% |
| CCn1c(=O)c2sccc2n2c(CCCC(=O)Nc3ccc(Oc4ccccc4)cc3)nnc12 | -19% |
| Cc1ccc(NC(=O)CCS(=O)(=O)c2ccc3c(c2)oc(=O)n3C)c(Br)c1 | 5% |
| COc1ccc(NC(=O)c2sc3nc(-c4cc5ccc(OC)cc5oc4=O)[nH]c(=O)c3c2C)cc1 | -9% |
| CCc1ccc(-c2cc(C)no2)cc1S(=O)(=O)Nc1ccc(Cl)cc1 | ? |
| Cc1ccc(-c2nc(CCNC(=O)C(=O)Nc3ccc(C)cc3C)cs2)cc1 | 1% |
| CC(C)c1cc(C(=O)NCc2ccc(F)cc2)no1 | -18% |
| Cc1cc(S(=O)(=O)Nc2ccc(C(=O)O)cc2)c(C)c(S(=O)(=O)c2ccc(Cl)cc2)c1 | ? |
| O=C(NCC(c1ccc2c(c1)OCO2)N1CCOCC1)C(=O)Nc1ccc(F)cc1F (stereo not drawn) | 0% |
| O=C(COCc1cc(-c2cccs2)on1)N1CCN(c2cccc(Cl)c2)CC1 | -17% |
| CN(C)S(=O)(=O)c1ccc(C(=O)N2CC(=O)Nc3ccc(Br)cc3C2c2ccc(F)cc2)cc1 (stereo not drawn) | ? |
| CCOc1ccc2nc(N3CCCC(C(=O)NCCc4ccc(Cl)cc4)C3)sc2c1 (stereo not drawn) | ? |
| O=C1C(=O)N(C2CCN(C(=O)c3ccccc3F)CC2)CCN1Cc1ccc(F)cc1 | -1% |
| CSCCC(NC(=O)C1CCCCC1)C(=O)Nc1ccc(F)c(Cl)c1 (stereo not drawn) | -9% |

Assay outcomes from PubChem BioAssay.
